PTAP TSG101 blk = qHTS Assay for Iinhibitors of HIV-1 Budding by Blocking the Interaction of PTAP/TSG101. Tumor susceptibility gene 101 protein (Homo sapiens), Q99816. Fluorescence polarization, FITC-PTAP peptide / Tsg101 binding. Potency, µM (doses to about 115 µM), inactives show top-dose activity change, negative = inhibition, most hits filed as inhibitors. 340,000 tested, under 10 active. AID 493005, 2010; active = well fitted inhibition curve with a large enough effect in the main read-out, with a control signal flat, not every such curve was filed as active; inconclusive = small, poorly fitted or top-dose-only effect, or effect the other way, or a change in a side signal; inactive = no such curve, though single readings can be large or run the other way; note: potency is the fitted concentration of half-maximal effect; % of control where 0% means no effect
Target sequence (Q99816 whole entry, looked up): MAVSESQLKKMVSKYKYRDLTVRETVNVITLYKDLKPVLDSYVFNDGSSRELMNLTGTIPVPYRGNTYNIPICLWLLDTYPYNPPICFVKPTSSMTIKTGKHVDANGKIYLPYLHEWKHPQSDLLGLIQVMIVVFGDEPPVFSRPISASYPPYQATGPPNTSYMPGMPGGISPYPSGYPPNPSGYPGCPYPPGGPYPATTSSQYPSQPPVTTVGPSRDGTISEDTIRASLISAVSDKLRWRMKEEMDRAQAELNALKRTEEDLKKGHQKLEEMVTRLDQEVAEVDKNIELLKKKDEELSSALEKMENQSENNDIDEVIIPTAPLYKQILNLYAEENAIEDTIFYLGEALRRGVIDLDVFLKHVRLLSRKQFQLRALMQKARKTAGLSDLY
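Tsg101 binding domain (10 uM final) was mixed with compound and a FITC-labeled PTAP peptide (50 nM final) in HEPES pH 7.5 buffer with NaCl, Tween 20, EDTA and TCEP; fluorescence polarization was read after 20 min at r.t.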
ASM inhibitor = Inhibitors of Secretory Acid Sphingomyelinase (S-ASM): qHTS; placental ASM, HMU-PC fluorogenic substrate, 60 min; Potency, µM (titrated, usually from 57.5 µM), without a hit: at the top dose activity change, negative = inhibition, actives largely listed as inhibitors; 340,000 tested, 0.006% active; note: potency is the fitted concentration of half-maximal effect
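Steps: dispense placental human ASM, pin compound, wait 10 min at room temperature, add HMU-PC0 substrate at 9 uM final, incubate 60 min at 37 °C, add stop solution raising pH to 10, read fluorescence.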
A-T KAP1 phos = qHTS Assay for Identifying a Potential Treatment of Ataxia-Telangiectasia | […] A-T fibroblasts, KAP-1 phosphorylation AlphaLISA; neocarzinostatin DNA damage 30 min before lysis | 320,000 tested, 0.19% active | Potency, µM (doses to about 57.5 µM), without a hit: at the top dose activation, hits mostly activators; note: potency is the fitted concentration of half-maximal effect; % of control where 0% means no effect; nearly all actives have a fitted effect of over 45% in size
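ATM-like activity read as KAP-1 phosphorylation via AlphaLISA donor/acceptor antibody pairs after lysis and 6 hr at 25C. Cells were ATM-null patient fibroblasts ([…], hTERT), dosed 60 min, then exposed to the DSB inducer NCS for 30 min.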
a7 integrin act = qHTS for Activators of Integrin-Mediated Alleviation for Muscular Dystrophy. alpha7betagal myoblasts, beta-gal FDG fluorescence, 48 h. Potency, µM (top dose mostly 38.3 µM), inactives show at the top dose activation, most hits filed as activators. 350,000 tested, 0.064% active;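 note: potency is the fitted concentration of half-maximal effect; 100% = response of the positive control SU9516; nearly all actives have a fitted effect of over 60% in size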
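Alpha7betagal+/- myoblasts (passage 13) were plated 16-24 hr, then exposed to compounds (1:260 dilution of DMSO stock) for 48 hours at 37C. After MPER lysis, β-galactosidase reporter activity was read as FDG fluorescence (ex 480/em 540) after 30 minutes.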
Mito fusion act = qHTS Assay for Small Molecule Inhibitors of Mitochondrial Division or Activators of Mitochondrial Fusion | S. cerevisiae fusion-defective mutant growth rescue, CellTiterGlo 48 h | Potency, µM (titrated, usually from 46.1 µM), for inactives: top-dose growth rescue (activation), hits mostly activators | 320,000 tested, 0.23% active;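 note: potency is the fitted concentration of half-maximal effect; % of control where 0% means no effect; nearly all actives have a fitted effect of over 45% in size; temperature-sensitive fusion mutants such as fzo1-1 at 37 °C on non-fermentable ethanol glycerol medium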
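Luminescent cell viability in 1536-well qHTS format served as the measure of rescued growth in ts fusion-mutant S. cerevisiae cultured on non-fermentable YPEG for 48 hours at 37C.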
TCR act = Activators of T cell receptors: qHTS campaign; AID 504894, 2011; Potency, µM (series often up to 9.22 µM), without a hit: at the highest dose activation of IL-2 secretion, actives largely listed as activators; primary human leukocytes, anti-CD3, IL-2 HTRF, 48 h; 330,000 tested, under 10 active; note: % of control where 0% means no effect
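IL-2 release read by HTRF sandwich (Eu cryptate donor, d2 acceptor, 665 nm emission) after 48 hr exposure of primary human leukocytes to compound together with anti-CD3 beads in the absence of co-stimulatory signals.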
CXXC DNA block = qHTS Fluorescence Polarization Assay for Inhibitors of MLL CXXC domain - DNA interaction; Potency, µM (series often up to 115 µM), for inactives: at the highest dose activity change, negative = inhibition, actives largely listed as inhibitors; MLL-CXXC / FITC-HOXA9 DNA fluorescence polarization; 290,000 tested, 0.037% active; Histone-lysine N-methyltransferase 2A (Homo sapiens), Q03164; AID 2662, 2010; active = well fitted inhibition curve with a large enough effect in the polarisation, with a control signal flat, not every such curve was filed as active; inconclusive = small, poorly fitted or top-dose-only effect, or effect the other way, or a change in a side signal; inactive = no such curve, though single readings can be large or run the other way; the % refers to the polarisation; note: potency is the fitted concentration of half-maximal effect
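Purified MLL-CXXC (added from a 7 uM solution) was preincubated 5 min at ambient with pinned compounds in 50 mM Tris-HCl pH 7.5, 50 mM NaCl, 1 mM DTT, 0.05% BSA. Fluorescein-labeled HOX-A9 DNA (50 nM solution) followed, 30 min, then polarization read.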
TSHR antag = Antagonists of the Thyroid Stimulating Hormone Receptor: HTS campaign. Thyrotropin receptor (Homo sapiens), P16473. TSHR-expressing cells, TSH-stimulated cAMP HTRF, 2 h; stronger effect = lower value. activity change, negative = inhibition, % at 11.5 µM. 330,000 tested, 0.2% active;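 active = activity change below a set negative limit, meaning inhibition stronger than a set level, cut at about -70% in these data; inconclusive = activity change between two set negative limits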; note: % is set by controls: 0 for no effect and ±100 for the full control effect
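TSHR-expressing cells, 200/well, pre-treated with compound, then stimulated with EC80 TSH (4nM final) for 2 hours at 37 deg C. cAMP measured by competitive HTRF: anti-cAMP cryptate antibody in lysis buffer plus cAMP-d2, read after 30 minutes at room temperature.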
MBNL1 CUG block = qHTS Assay for Inhibitors of MBNL1-poly(CUG) RNA binding; 280,000 tested, 0.036% active; Potency, µM (top dose mostly 57.5 µM), for inactives: top-dose activity change, negative = inhibition, most hits filed as inhibitors; TR-FRET MBNL1-His/biotin-(CUG)12 binding, 665/545 ratio; active = well fitted inhibition curve with a large enough effect in the signal ratio, with a control signal flat, not every such curve was filed as active; inconclusive = small, poorly fitted or top-dose-only effect, or effect the other way, or a change in a side signal; inactive = no such curve, though single readings can be large or run the other way; the % refers to the signal ratio; note: potency is the fitted concentration of half-maximal effect; % is set by controls: 0 for no effect and ±100 for the full control effect
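Inhibition of protein-RNA binding appears as loss of TR-FRET between terbium anti-His antibody on MBNL1-His and streptavidin-XL665 on biotin-(CUG)12. Activity is normalized to buffer-only and uninhibited-complex controls.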
Menin-MLL TR inh = qHTS Assay for Inhibitors Targeting the Menin-MLL Interaction in MLL Related Leukemias: Competition With Texas Red Labeled MLL-derived Mutant Peptide | O00255 | Menin + Texas Red MLL mutant peptide, fluorescence polarization | Potency, µM (doses to about 61.6 µM), for inactives: at the highest dose FP activity change, negative = inhibition, usual class: inhibitors | 270,000 tested, 0.23% active; active = well fitted inhibition curve with a large enough effect in the polarisation, with a control signal flat, not every such curve was filed as active; inconclusive = small, poorly fitted or top-dose-only effect, or effect the other way, or a change in a side signal; inactive = no such curve, though single readings can be large or run the other way; the % refers to the polarisation; note: potency is the fitted concentration of half-maximal effect; % of control where 0% means no effect; many of its hits are not listed in these tables
Target sequence (O00255 whole entry, looked up): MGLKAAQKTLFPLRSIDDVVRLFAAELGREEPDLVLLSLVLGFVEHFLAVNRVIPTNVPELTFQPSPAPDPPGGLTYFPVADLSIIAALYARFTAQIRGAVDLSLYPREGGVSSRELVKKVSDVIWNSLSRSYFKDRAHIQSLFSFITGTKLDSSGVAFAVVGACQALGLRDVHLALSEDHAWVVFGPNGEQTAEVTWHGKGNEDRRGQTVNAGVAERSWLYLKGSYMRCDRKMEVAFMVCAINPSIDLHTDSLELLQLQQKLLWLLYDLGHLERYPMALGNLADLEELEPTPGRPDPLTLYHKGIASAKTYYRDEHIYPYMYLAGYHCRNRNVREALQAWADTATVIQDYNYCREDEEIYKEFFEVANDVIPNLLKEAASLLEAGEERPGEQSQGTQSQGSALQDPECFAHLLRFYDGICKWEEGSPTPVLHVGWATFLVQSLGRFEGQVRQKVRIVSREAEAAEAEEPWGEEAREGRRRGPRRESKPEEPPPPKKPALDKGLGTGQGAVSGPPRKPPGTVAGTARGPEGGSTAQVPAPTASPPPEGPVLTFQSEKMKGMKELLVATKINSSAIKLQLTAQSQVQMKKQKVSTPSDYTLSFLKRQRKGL
Numbers without * were called inactive; [ ] = another dose, or the depositor's remark. Unless noted, calls come from the whole dose curve; as a rule, active = well fitted curve in the direction sought with a large enough effect; inconclusive = small, poorly fitted or top-dose-only effect, or another doubt; inactive = no such curve, though single readings can be large; an effect the other way counts as inactive or inconclusive.

Cc1ccc(C(=O)COC(=O)CN2C(=O)C3C4C=CC(C4)C3C2=O)cc1C (stereo not drawn) was read as PTAP TSG101 blk -3%, ASM inhibitor -2%, A-T KAP1 phos 3%, a7 integrin act inconclusive, Mito fusion act -1%, TCR act -5%, CXXC DNA block 9%, TSHR antag -2 and MBNL1 CUG block 0%.
COCCOCCn1cnc2ccccc21 was read as PTAP TSG101 blk -3%, ASM inhibitor 1%, A-T KAP1 phos 2%, a7 integrin act -27%, Mito fusion act -4%, TCR act 5%, CXXC DNA block 19%, TSHR antag 23, MBNL1 CUG block 9% and Menin-MLL TR inh 1%.
`COc1ccc(NC(=O)CSc2nc3c([nH]c4ccccc43)c(=O)n2C)c(OC)c1` gave ASM inhibitor 1%, A-T KAP1 phos 25%, a7 integrin act 9%, Mito fusion act 6%, TCR act -5%, CXXC DNA block -1%, TSHR antag 50 and MBNL1 CUG block -5%.
Screening COCCCn1c(SCC(=O)N2CCCC(C)C2)nnc1-c1ccco1 (stereo not drawn) returned PTAP TSG101 blk -4%, ASM inhibitor 1%, A-T KAP1 phos 0%, a7 integrin act -1%[7.66 µM], Mito fusion act 1%, TCR act 9%, CXXC DNA block inconclusive, TSHR antag -8, MBNL1 CUG block -4% and Menin-MLL TR inh 16%.
Screening Cc1ccc(C(=O)OCC(=O)NC(=O)c2ccc(C(C)(C)C)cc2)c(O)c1 returned PTAP TSG101 blk -2%, A-T KAP1 phos 4%, a7 integrin act 34%, Mito fusion act -5%, TCR act -1% and TSHR antag -2.
CCN(CC)c1ccc(/C=C/C(=O)c2ccc(Br)cc2)cc1 was read as PTAP TSG101 blk inconclusive, ASM inhibitor 13%, A-T KAP1 phos 30%, a7 integrin act 20%, Mito fusion act 6%, TCR act 4%[46.1 µM], CXXC DNA block inconclusive, TSHR antag -30, MBNL1 CUG block 3% and Menin-MLL TR inh -13%.
Screening CCOC(=O)c1sc(C)c2c1NC(C)(c1ccccc1)NC2=O (stereo not drawn) returned PTAP TSG101 blk -2%, ASM inhibitor 19%, A-T KAP1 phos 5%, a7 integrin act -2%, Mito fusion act -21%, TCR act -3%, CXXC DNA block 2%, TSHR antag -1, MBNL1 CUG block 31%[activator] and Menin-MLL TR inh -11%.
`Cc1cc(C(F)(F)F)n2nc(C(=O)O)c(Cl)c2n1` gave PTAP TSG101 blk -7%, ASM inhibitor 2%, A-T KAP1 phos 12%, a7 integrin act -2%, Mito fusion act 10%, TCR act 4%, CXXC DNA block -8%, TSHR antag -19, MBNL1 CUG block 4% and Menin-MLL TR inh -7%.
For COc1cc2c(cc1OC)CN(C(=O)C1CCCN1S(=O)(=O)c1ccc(F)cc1)CC2 (stereo not drawn) the results were PTAP TSG101 blk 5%, ASM inhibitor 0%, A-T KAP1 phos 2%, a7 integrin act 25%, Mito fusion act inconclusive, TCR act -88%, CXXC DNA block inconclusive and MBNL1 CUG block 2%.
Screening O=C(CN1CCCC1)Nc1c(Cl)cccc1Cl returned PTAP TSG101 blk -1%, ASM inhibitor -1%, A-T KAP1 phos 1%, a7 integrin act 13%, Mito fusion act 1%, TCR act -6%, CXXC DNA block 7%, TSHR antag 12, MBNL1 CUG block 3% and Menin-MLL TR inh 12%.

Reprinted at random: two compounds from above, in no set order.
Screening COCCCn1c(SCC(=O)N2CCCC(C)C2)nnc1-c1ccco1 (stereo not drawn) returned PTAP TSG101 blk -4%, ASM inhibitor 1%, A-T KAP1 phos 0%, a7 integrin act -1%[7.66 µM], Mito fusion act 1%, TCR act 9%, CXXC DNA block inconclusive, TSHR antag -8, MBNL1 CUG block -4% and Menin-MLL TR inh 16%.
Screening CCOC(=O)c1sc(C)c2c1NC(C)(c1ccccc1)NC2=O (stereo not drawn) returned PTAP TSG101 blk -2%, ASM inhibitor 19%, A-T KAP1 phos 5%, a7 integrin act -2%, Mito fusion act -21%, TCR act -3%, CXXC DNA block 2%, TSHR antag -1, MBNL1 CUG block 31%[activator] and Menin-MLL TR inh -11%.

Next results follow:
Screening COc1ccc(CCNC(=O)C2CC3Cn4c(nc5ccccc54)C3N2Cc2ccccc2)cc1 (stereo not drawn) returned PTAP TSG101 blk -1%, ASM inhibitor -2%, a7 integrin act -10% and TCR act -1%.
O=[N+]([O-])c1ccc(COc2cccnc2)cc1 was read as PTAP TSG101 blk -2%, ASM inhibitor -2%, A-T KAP1 phos -2%, a7 integrin act -24%, Mito fusion act 3%, TCR act -4%, CXXC DNA block 2%, TSHR antag -10, MBNL1 CUG block inconclusive and Menin-MLL TR inh 2%.
For CC(=O)Nc1ccc(Cl)cc1C1COC(=O)C1=N (stereo not drawn) the results were PTAP TSG101 blk 86%[activator], ASM inhibitor 3%, A-T KAP1 phos -3%, a7 integrin act -14%, TCR act 0%[46.1 µM], CXXC DNA block 7%, TSHR antag 8, MBNL1 CUG block 0%[11.5 µM] and Menin-MLL TR inh -1%.
`C/C(CC(=O)N1CCN(C=O)CC1)=N\NC(=O)c1cc2ccccc2cc1O` gave PTAP TSG101 blk 1%, ASM inhibitor -3%, A-T KAP1 phos -1%, a7 integrin act 18%, Mito fusion act -8%, TCR act -2%[46.1 µM], CXXC DNA block -5%, TSHR antag 8, MBNL1 CUG block 7% and Menin-MLL TR inh inconclusive.
Screening O=C(NCCN1CCOCC1)c1ccc(Cl)cc1[N+](=O)[O-] returned PTAP TSG101 blk 3%, ASM inhibitor 2%, A-T KAP1 phos -3%, a7 integrin act 24%, Mito fusion act 0%, TCR act -4%, CXXC DNA block -4%, TSHR antag 8 and MBNL1 CUG block inconclusive.
Screening C=CCNc1ncnc2sc(SC)nc12 returned PTAP TSG101 blk -2%, ASM inhibitor 5%, A-T KAP1 phos 0%, a7 integrin act -10%, Mito fusion act -18%, TCR act 0%, CXXC DNA block -5%, TSHR antag -8, MBNL1 CUG block -3% and Menin-MLL TR inh 1%.
CN(C)/C=C1/C=C(c2ccccc2)OC1=O was read as PTAP TSG101 blk -3%, ASM inhibitor 4%, A-T KAP1 phos -3%, a7 integrin act 13%, Mito fusion act 0%, TCR act 8%, CXXC DNA block 10%, TSHR antag -2, MBNL1 CUG block 10% and Menin-MLL TR inh 2%.
CC1(C(=O)Nc2nc3ccccc3s2)CC1(Br)Br (stereo not drawn) was read as PTAP TSG101 blk -3%, ASM inhibitor -5%, A-T KAP1 phos 5%, a7 integrin act -14%, Mito fusion act 12%, TCR act -1%, CXXC DNA block 11%, TSHR antag 93, MBNL1 CUG block 0% and Menin-MLL TR inh 60%[activator].
`Cc1c(C(=O)N/N=C/C(C)C)[nH]c2ccc([N+](=O)[O-])cc12` gave PTAP TSG101 blk -1%, ASM inhibitor 0%, A-T KAP1 phos -3%, a7 integrin act 12%, Mito fusion act 7%, TCR act -1%[46.1 µM], CXXC DNA block -5%, TSHR antag 22, MBNL1 CUG block inconclusive and Menin-MLL TR inh 14%.
COc1cccc(NC(=O)[C@H](CC(C)C)NC(=O)[C@@H]2Cc3ccccc3CN2)c1 was read as PTAP TSG101 blk 1%, ASM inhibitor 1%, A-T KAP1 phos 29%, a7 integrin act -2%, Mito fusion act 3%, TCR act -4%, CXXC DNA block -2%, TSHR antag 24 and MBNL1 CUG block -15%.
CN1C2CCC1CC(NC(=O)CSc1ccc(C(C)(C)C)cc1)C2 (stereo not drawn) was read as PTAP TSG101 blk -3%, ASM inhibitor 1%, A-T KAP1 phos -5%, a7 integrin act -51%[inhibitor], Mito fusion act 0%, TCR act -5%, CXXC DNA block -12% and TSHR antag 4.
For O=C(NNS(=O)(=O)c1ccccc1)c1ccc([N+](=O)[O-])cc1 the results were PTAP TSG101 blk -1%, ASM inhibitor 3%, A-T KAP1 phos -7%, a7 integrin act -10%, Mito fusion act -1%, TCR act -6%, CXXC DNA block 6%, TSHR antag -1, MBNL1 CUG block inconclusive and Menin-MLL TR inh -13%.

Not all compounds are listed (hit frequency here may not be typical).
